Bioassay records: PubChem BioAssay, The Scripps Research Institute Molecular Screening Center
CHO-K1 Ca antag – counter-screen for M1 antagonists: effect in parental CHO-K1 cells. ATP-induced calcium, Fluo-8 fluorescence. inhibition, % at 3 µM. hit rate 0.6% among 360,000. AID 602250;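 active means inhibition above a per-plate cutoff, the plate's mean sample inhibition plus 3 SD, cut at about 24% in these data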;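 further: 0% = DMSO plus EC80 ATP and 100% = DMSO alone without ATP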
GPR7 antag – blocks human GPR7 receptor signaling | P48145 | GPR7-expressing cells, fluorescence antagonist assay | inhibition, % at 4.4 µM | hit rate 1.1% among 290,000 | AID 1861; in the data active means inhibition above about 16%, passing the limit was not always enough;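 further: cells stimulated with the agonist NPW; 0% = agonist with vehicle and 100% = vehicle without agonist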
Target sequence (P48145 whole entry, looked up): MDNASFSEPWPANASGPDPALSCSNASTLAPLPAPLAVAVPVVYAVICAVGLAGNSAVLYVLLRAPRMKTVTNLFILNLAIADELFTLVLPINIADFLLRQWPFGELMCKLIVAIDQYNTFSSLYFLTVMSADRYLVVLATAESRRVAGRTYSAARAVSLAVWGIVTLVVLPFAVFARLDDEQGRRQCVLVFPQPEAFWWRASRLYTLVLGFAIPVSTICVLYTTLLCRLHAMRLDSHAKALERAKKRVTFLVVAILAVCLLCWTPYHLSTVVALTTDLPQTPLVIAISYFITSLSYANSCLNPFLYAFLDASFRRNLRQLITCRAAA
M1 ag parental – counter-screen for M1 agonists: effect in parental CHO-K1 cells | Fluo-8 calcium fluorescence; scaled to maximal ATP response, vehicle zero | activation, % at 3 µM | hit rate 0.48% among 360,000; in the data active means activation above about 15%;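 further: untransfected CHO-K1 host cells lacking M1 receptor as counterscreen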
CHO parental Ca – counter-screen: ATP calcium response change in parental CHO cells; parental CHO-K1, ATP-induced calcium, Fluo-8 fluorescence; inhibition, % at 5.6 µM; hit rate 0.63% among 330,000;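 active means inhibition above that plate's mean sample inhibition plus 3 SD, cut at about 26% in these data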;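 further: 0% = ATP-challenged DMSO wells and 100% = DMSO wells without ATP; some compounds past the cut are filed as inactive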
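Test system: parental CHO cells; detection: calcium-sensitive Fluo-8 fluorescence; evaluation: percent inhibition of calcium signal; also added: ATP as calcium-mobilizing challenge; repeats: one well per compound; control set: ATP-challenged DMSO wells low, unchallenged DMSO wells high; compound: single nominal dose of 5.6 µM per compound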
OXTR agonist – human OXTR agonism; CHO-OTR cells, Fluo-8 calcium fluorescence; normalized: DMSO 0%, oxytocin 100%; activation, % at 3 µM; hit rate 0.32% among 320,000; AID 2435;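 active means activation above the mean of all tested compounds plus 3 SD, cutoff set per screening run, cut at about 20% in these data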;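 further: peak over basal fluorescence ratio from a 100 s FLIPR kinetic read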
Target sequence (P30559 whole entry, looked up): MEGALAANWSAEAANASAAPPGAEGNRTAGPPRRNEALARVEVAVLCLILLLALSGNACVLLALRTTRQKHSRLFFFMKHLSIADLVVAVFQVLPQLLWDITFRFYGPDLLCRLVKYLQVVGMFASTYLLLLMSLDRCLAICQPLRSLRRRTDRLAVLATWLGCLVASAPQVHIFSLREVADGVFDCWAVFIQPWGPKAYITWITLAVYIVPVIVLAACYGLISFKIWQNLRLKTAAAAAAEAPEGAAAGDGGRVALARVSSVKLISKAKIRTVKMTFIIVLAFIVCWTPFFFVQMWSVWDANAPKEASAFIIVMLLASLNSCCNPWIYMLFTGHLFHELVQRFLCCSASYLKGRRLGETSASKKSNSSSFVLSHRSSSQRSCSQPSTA
V1R ag counter – counter-screen for oxytocin receptor agonists: human V1a receptor agonists; CHO-V1R cells, Fluo-8 calcium fluorescence, agonist mode; 0% DMSO, 100% 3 nM vasopressin; activation, % at 3 µM; hit rate 0.25% among 320,000;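 active means activation above the mean activation of all tested compounds plus 3 SD, per screening run, cut at about 20% in these data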;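 further: signal is peak over basal fluorescence ratio across a 100 second FLIPR read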
CHO-K1 Ca PAM – counter-screen for M1 PAMs: effect in parental CHO-K1 cells; ATP EC20, Fluo-8 calcium fluorescence; 0% at ATP EC20, 100% at ATP max; activation, % at 3 µM; hit rate 0.02% among 360,000;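 active means activation above the run cutoff, the mean activation of all test compounds plus 3 SD, cut at about 40% in these data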;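 further: peak over basal fluorescence ratio in a 140 s read after ATP addition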
OXTR potentiator – human OXTR potentiation; P30559; CHO-OTR cells, Fluo-8 calcium fluorescence, potentiator mode; 0% = oxytocin EC15, 100% = EC100; activation, % at 3 µM; hit rate 0.061% among 320,000;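 active means activation above that plate's cutoff, the mean activation of tested compounds plus 3 SD, cut at about 6.6% in these data, passing the limit was not always enough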;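 further: 100% uses oxytocin at 75 nM as the full agonist control; some results filed as inactive read as strong as hits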
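Assay system: CHO-OTR cells, human receptor / Also added: oxytocin at about EC15, sub-maximal agonist stimulus / Dosing: single dose, 3.0 µM nominal final compound concentration / Incubation: 6 min pre-incubation, 100 s read / Technique: Fluo-8 calcium dye fluorescence / Read-out: % activation vs EC15 and EC100 oxytocin / Benchmarks: EC15 oxytocin low, 75 nM oxytocin high / Replicates: singlicate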
TAAR1 antag – human TAAR1 antagonism; CHO RD-HGA16 TAAR1, Fluo-8 calcium fluorescence, antagonist; inhibition, % at 3 µM; AID 624466; hit rate 1.5% among 360,000;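 active means inhibition above a per-plate cutoff, the mean inhibition of test compounds on that plate plus 3 SD, cut at about 49% in these data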;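 further: 0% = DMSO plus EC80 beta-PEA response and 100% = DMSO alone without agonist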
Target sequence (Q96RJ0 whole entry, looked up): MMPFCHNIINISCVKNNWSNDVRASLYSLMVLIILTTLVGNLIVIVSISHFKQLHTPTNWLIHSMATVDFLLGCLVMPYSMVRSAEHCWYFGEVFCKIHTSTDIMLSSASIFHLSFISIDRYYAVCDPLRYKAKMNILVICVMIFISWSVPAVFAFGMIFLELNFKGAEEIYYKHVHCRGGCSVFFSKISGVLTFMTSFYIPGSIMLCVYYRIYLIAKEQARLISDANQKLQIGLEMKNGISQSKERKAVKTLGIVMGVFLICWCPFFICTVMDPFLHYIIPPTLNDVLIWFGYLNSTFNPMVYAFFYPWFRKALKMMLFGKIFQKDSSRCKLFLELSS
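Assay system: CHO-derived RD-HGA16 cells stably expressing human TAAR1 plus Gα16. Timing: 140 s kinetic read after compound, 140 s after agonist. Technique: kinetic Fluo-8 calcium fluorescence measurement. Measure: % inhibition of agonist calcium response.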
* hit, by the source's call; . = no result given. The order is random; any-hit rate near 3.5%.

(1) COCCNC(=O)c1ccc2c(Cl)c3c(nc2c1)CCC3
(2) COc1ccc(-c2sc3ccc(OC)cc3c2-c2ccc(OC)c(F)c2)cc1
(3) Cn1c(=O)oc2cc(S(=O)(=O)N3CCc4ccccc4C3)ccc21
(4) COc1cc(C(NC(C)=O)NC(C)=O)ccc1OCc1ccccc1
(5) O=c1c2c(nc(NCCO)n1CC1CCCCC1)-c1ccccc1CC21CCCC1
entry no.	1	2	3	4	5
CHO-K1 Ca antag	-5	-1	-6	-2	-8
GPR7 antag	-8	.	.	-1	-13
M1 ag parental	0.1	0.0	0.8	12	0.1
CHO parental Ca	-5	1	-9	-10	-21
OXTR agonist	0.5	1.9	-0.1	-1.1	-1.1
V1R ag counter	0.5	1.4	0.6	0.0	-0.3
CHO-K1 Ca PAM	14	-15	14	7	13
OXTR potentiator	-3	-3	0	-14	-9
TAAR1 antag	-18	14	.	-7	-1

(6) Cc1cccc(C(=O)OC(C)C(=O)Nc2ccc(S(=O)(=O)N3CCCC3)cc2)c1O (stereo unspecified)
(7) Cc1nnc(SCC(=O)NC(C)(C)C)n1NCc1ccc(N(C)C)cc1
(8) CSc1nsc(SC)c1C(=O)NC(=O)Nc1cccnc1
(9) COc1cccc(CNC(=O)CSC(=S)N2CCCC2)c1
(10) COc1cccc(CNC(=O)C2Cc3ccccc3CN2C(C)=O)c1 (stereo unspecified)
entry no.	6	7	8	9	10
CHO-K1 Ca antag	18	6	0	0	-8
GPR7 antag	.	-7	-11	.	-9
M1 ag parental	2.9	0.6	-0.2	0.2	8.0
CHO parental Ca	-6	-5	-12	-10	-11
OXTR agonist	1.1	-0.4	-0.7	-0.2	0.7
V1R ag counter	4.8	0.6	-0.7	-0.5	0.3
CHO-K1 Ca PAM	-15	8	-6	-30	12
OXTR potentiator	-6	-4	-2	2	0
TAAR1 antag	68*	0	-17	-58	5

(11) COc1ccc(C2(NC(C)=O)CCN(C(=O)CCC(=O)O)CC2)cc1
(12) CCN(CC)C(=O)Cn1cc(C(=O)C(=O)NCc2cccnc2)c2ccccc21
(13) CCCC(C(=O)Nc1ccc2c(C)cc(=O)oc2c1)c1ccccc1 (stereo unspecified)
(14) COc1ccccc1NC(=O)Cn1ccn(-c2cccc3ccccc23)c(=O)c1=O
(15) COc1ccc(C(=O)c2ccc(N3CCN(C4CC(=O)NC4=O)CC3)cc2)cc1F (stereo unspecified)
entry no.	11	12	13	14	15
CHO-K1 Ca antag	0	-3	-4	-4	-8
GPR7 antag	17	-4	2	.	16
M1 ag parental	0.1	14	0.1	0.5	3.4
CHO parental Ca	-5	-9	-8	-10	-8
OXTR agonist	-0.9	0.8	-0.1	0.6	3.1
V1R ag counter	0.9	0.4	0.7	0.7	3.0
CHO-K1 Ca PAM	11	3	-1	5	14
OXTR potentiator	-11	-1	-6	0	-15
TAAR1 antag	-4	-22	-34	2	2

(16) O=C(CO/N=C/c1ccc(Cl)cc1Cl)NNC(=O)c1ccc(Cl)cc1Cl
(17) COCCn1c(=NC(=O)CSCC(=O)NC2CCCCC2)sc2cc(OC)ccc21
(18) O=C(c1nn2c(C(F)(F)F)cc(-c3ccccc3)nc2c1Cl)N1CCOCC1
(19) CCN1CCN(C(=O)c2cc3nc(-c4ccccc4)cc(C(F)(F)F)n3n2)CC1
(20) Cc1ccc(C2(c3ccccc3)NC(=O)N(CC(=O)NCc3ccccc3)C2=O)cc1C (stereo unspecified)
entry no.	16	17	18	19	20
CHO-K1 Ca antag	6	-6	-6	-15	-20
GPR7 antag	-10	-5	-8	0	.
M1 ag parental	-0.2	-0.1	0.4	1.2	-1.1
CHO parental Ca	-14	-9	-14	-17	-24
OXTR agonist	-0.2	-1.1	-1.8	-0.4	-1.1
V1R ag counter	-0.2	-0.4	-0.6	-0.1	-1.0
CHO-K1 Ca PAM	-27	17	12	20	-1
OXTR potentiator	-5	-3	-12	1	-9
TAAR1 antag	3	12	-18	-6	-17

Remaining list, next part.
The line under a structure holds: CHO-K1 Ca antag | GPR7 antag | M1 ag parental | CHO parental Ca | OXTR agonist | V1R ag counter | CHO-K1 Ca PAM | OXTR potentiator | TAAR1 antag
21: Cc1cnc(C(=O)OCC(=O)c2ccc(F)cc2)cn1
    1 | 19 | 0.5 | 1 | 0.8 | 1.1 | -1 | -4 | -26
22: COC(=O)c1sc(N)c(C(=O)OC)c1COC(=O)C1CC(=O)N(Cc2ccco2)C1 (stereo unspecified)
    -16 | -11 | 0.3 | -10 | 1.0 | -0.1 | 0 | 6 | -10
23: CCN(CC(=O)Nc1ccc2c(c1)CCC2)Cc1nc2ccccc2c(=O)[nH]1
    -13 | 0 | 0.2 | -20 | -1.1 | 0.6 | 16 | -7 | 4
24: CCCn1c(SCC(=O)NC2CCCCC2)nnc1-c1ccccn1
    -4 | -11 | 0.6 | -24 | -1.2 | -0.6 | 7 | -13 | 5
25: Cc1cn([C@H]2C[C@H](O)[C@@H](CNC=O)O2)c(=O)[nH]c1=O
    11 | . | 0.5 | . | . | . | -1 | . | -11
26: CN1C(=O)C(=O)/C(=C(/O)c2ccccc2)C1c1ccccc1 (stereo unspecified)
    -7 | -17 | 0.9 | -3 | 0.3 | 0.4 | 16 | 1 | -4
27: COc1ccc(S(=O)(=O)NNC(=O)C23CC4CC(CC(C4)C2)C3)cc1[N+](=O)[O-]
    8 | . | 0.6 | -8 | 0.2 | -0.3 | 24 | -2 | -7
28: Cc1nnc(NC(=O)c2ccc(N3CCCC3=O)cc2)s1
    -2 | . | 0.7 | . | . | . | -3 | . | -23
29: CCOC(=O)c1cnc(SCc2cccc3ccccc23)nc1N
    21 | -6 | 0.1 | -10 | 1.2 | 2.1 | -8 | -20 | -2
30: C=CCn1c(-c2ccc(N)cc2)nc2ccccc21
    3 | -18 | 0.2 | 0 | 1.2 | 1.3 | 11 | 4 | 0
31: O=C(Nc1ccc2[nH]ncc2c1)c1cccc(F)c1
    -6 | -9 | 0.3 | -1 | -0.7 | 0.6 | 2 | -10 | 5
32: COc1ccc(-c2csc(NC(=S)NC(=O)c3ccc(S(=O)(=O)N(C)C)cc3)n2)cc1OC
    -15 | -27 | 3.3 | -17 | 1.5 | 0.7 | 9 | -8 | 19
33: CCCCN(CC)CCNC(=S)Nc1ccc2nc(N3CCN(C)CC3)cc(C)c2c1
    -8 | 8 | 3.7 | -9 | -0.6 | 0.2 | 14 | -15 | -13
34: COc1ccc(CCNc2nc3ccccc3n3cnnc23)cc1OC
    -12 | 2 | 1.2 | -3 | 1.1 | 3.8 | 8 | -11 | 0
35: C/C(=N/NC(=O)C1CC1(c1ccccc1)c1ccccc1)c1cccs1 (stereo unspecified)
    0 | -12 | -0.3 | -23 | 0.4 | 0.4 | 18 | -20 | 5

Three structures from above, sorted by length of the SMILES, ascending.
The line under a structure holds: CHO-K1 Ca antag | GPR7 antag | M1 ag parental | CHO parental Ca | OXTR agonist | V1R ag counter | CHO-K1 Ca PAM | OXTR potentiator | TAAR1 antag
28: Cc1nnc(NC(=O)c2ccc(N3CCCC3=O)cc2)s1
    -2 | . | 0.7 | . | . | . | -3 | . | -23
23: CCN(CC(=O)Nc1ccc2c(c1)CCC2)Cc1nc2ccccc2c(=O)[nH]1
    -13 | 0 | 0.2 | -20 | -1.1 | 0.6 | 16 | -7 | 4
25: Cc1cn([C@H]2C[C@H](O)[C@@H](CNC=O)O2)c(=O)[nH]c1=O
    11 | . | 0.5 | . | . | . | -1 | . | -11

With a hit mark in TAAR1 antag (from the list above):
no.	compound	GPR7 antag	OXTR potentiator	TAAR1 antag
6	Cc1cccc(C(=O)OC(C)C(=O)Nc2ccc(S(=O)(=O)N3CCCC3)cc2)c1O (stereo unspecified)	.	-6	68*

(listing goes on)
The line under a structure holds: CHO-K1 Ca antag | GPR7 antag | M1 ag parental | CHO parental Ca | OXTR agonist | V1R ag counter | CHO-K1 Ca PAM | OXTR potentiator | TAAR1 antag
36: CC(=O)N1CCN(c2ccc(Nc3ncnc4c3oc3ccccc34)cc2)CC1
    -12 | -3 | 3.2 | 4 | 12 | 8.0 | 21 | -10 | 32
37: COCCn1nnnc1SCC(=O)N1CCCCC1
    -19 | -5 | 0.0 | -3 | 1.1 | 1.4 | 26 | -13 | 5
38: CCN1C[C@@H]2[C@@H]3C(=O)N(Cc4ccccc4)C(=O)[C@@H]3[C@](Cc3ccccc3)(C1=O)N2C(=O)c1ccc(Cl)cc1
    -13 | . | -0.1 | . | . | . | 3 | . | 0
39: O=C(O)c1cc(-c2cccs2)nn1-c1cccc(Cl)c1
    -8 | -9 | -0.1 | -10 | 0.2 | -0.1 | 1 | 1 | -9
40: COc1ccccc1NC(=O)c1cccc(S(=O)(=O)N2CCOCC2)c1
    2 | -4 | 0.3 | 0 | 0.2 | 1.2 | 8 | 4 | -1
41: COc1ccccc1C(=O)O/N=C(/c1ccncc1)c1ccc([N+](=O)[O-])cc1
    -12 | -12 | 1.0 | -23 | -1.9 | -1.6 | 7 | -6 | 0
42: COc1ccc(NC(=O)CSc2nc(SC)ns2)cc1
    -17 | 0 | 0.8 | 9 | -0.2 | 1.2 | -5 | 4 | -11
43: Cc1ccc(NC(=O)CN(C)C(=O)c2ccc(NS(=O)(=O)c3cccc([N+](=O)[O-])c3)cc2)cc1
    -14 | . | 0.0 | -3 | 1.2 | -0.1 | 16 | -2 | -9
44: COc1ccc(C(C)(NC(C)=O)c2nc(-c3ccc(F)cc3OC)cs2)cc1 (stereo unspecified)
    -8 | . | 0.0 | . | . | . | 8 | . | -14
45: CN1C(C(=O)NCc2ccco2)CC2Cn3c(nc4cc5ccccc5cc43)C21 (stereo unspecified)
    -9 | . | 0.1 | -4 | 1.5 | 0.9 | 8 | 4 | 4
46: CCn1nc(C(=O)NNC(=O)COc2ccccc2C)c2ccccc2c1=O
    -8 | 8 | 0.9 | 2 | -0.7 | -0.1 | 20 | -7 | -5
47: NC(=O)c1cccc(CS(=O)(=O)c2ccc(Cl)cc2)c1
    -9 | 1 | 1.9 | -5 | 0.3 | 1.1 | 10 | -14 | 12
48: COc1ccc(C(=O)n2cnc3ccccc32)cc1[N+](=O)[O-]
    -9 | -7 | 0.2 | -3 | 0.9 | -0.2 | 5 | -1 | 3
49: O=S(=O)(c1ccc(S(=O)(=O)N2CCC3(CC2)OCCO3)cc1)N1CCCC1
    -2 | -7 | 4.6 | -3 | 0.9 | 1.2 | 13 | -4 | -2
50: COc1ccccc1CN1CC(C(=O)N(C)CCOc2ccccc2)CCC1=O (stereo unspecified)
    -11 | 0 | 2.3 | -24 | 1.0 | 6.0 | 12 | -4 | -3
51: c1cncc(CSc2ccc(-c3cccnc3)nn2)c1
    -19 | -10 | 0.7 | -9 | 0.5 | 0.9 | -10 | 0 | -7
